Compound activity deposited in PubChem by National Center for Advancing Translational Sciences (NCATS).
ERG-DNA inh = blocks human ERG Ets domain binding to DNA; 0.028% of 370,000 active; Potency, µM (highest dose often 76.9 µM), for the others: at the highest dose FP activity, negative = inhibition, usual class: inhibitors; fluorescence polarization, His-ERG Ets domain / labelled DNA; AID 624246; P11308; active means well fitted inhibition curve with a large enough effect in the polarisation, with a control signal flat; inconclusive means small, poorly fitted or top-dose-only effect, or effect the other way, or a change in a side signal; inactive means no such curve, though single readings can be large or run the other way; the % refers to the polarisation;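 further: polarization taken with two DNA probes labelled with fluorescein and Texas red; potency means the concentration at half of the fitted maximal effect; % of control where 0% means no effect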
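His-tagged ERG Ets domain (1 uM in the protein solution; 300mM KCl, 50mM Tris-HCl, 1mM EDTA, 1mM DTT, pH 7.5) received compound, then a probe mix of 5 nM fluorescein-DNA and 100nM Texas-615-DNA. Fluorescence polarization was read for both dyes.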
12-LOX inh = inhibitors of human 12S-lipoxygenase ALOX12; purified 12hLO, xylenol orange hydroperoxide absorbance; Potency, µM (series often up to 108 µM), inactives show at the top dose activity change, negative = inhibition, usual class: inhibitors; 1.1% of 580,000 active; AID 1671190; further: potency means the concentration at half of the fitted maximal effect; on the % scale 0 is the no-effect control and ±100 the full control effect
Target sequence (P18054 whole entry, looked up): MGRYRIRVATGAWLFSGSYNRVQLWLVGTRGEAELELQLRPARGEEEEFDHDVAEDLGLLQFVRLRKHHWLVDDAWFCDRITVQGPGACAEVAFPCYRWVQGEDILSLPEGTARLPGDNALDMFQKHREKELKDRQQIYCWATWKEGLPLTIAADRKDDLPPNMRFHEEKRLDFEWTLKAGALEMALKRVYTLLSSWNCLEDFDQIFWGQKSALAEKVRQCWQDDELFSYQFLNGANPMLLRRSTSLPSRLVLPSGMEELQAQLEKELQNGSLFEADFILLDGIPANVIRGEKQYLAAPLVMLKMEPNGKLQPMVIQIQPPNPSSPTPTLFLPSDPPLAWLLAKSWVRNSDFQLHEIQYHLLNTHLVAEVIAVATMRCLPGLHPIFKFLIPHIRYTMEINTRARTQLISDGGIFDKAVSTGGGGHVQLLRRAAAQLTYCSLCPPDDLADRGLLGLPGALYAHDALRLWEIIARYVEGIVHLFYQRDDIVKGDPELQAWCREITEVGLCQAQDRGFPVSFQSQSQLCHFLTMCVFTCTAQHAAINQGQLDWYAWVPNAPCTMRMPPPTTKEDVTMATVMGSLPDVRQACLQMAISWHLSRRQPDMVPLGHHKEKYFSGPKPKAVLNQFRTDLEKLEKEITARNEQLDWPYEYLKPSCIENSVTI
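Hydroperoxide product was detected by ferrous iron/xylenol orange as the 573 to 405 nm absorbance ratio. Arachidonic acid at 40 uM (final) was turned over for 30 min at room temperature by 150 nM human 12hLO, pH 7.0 Hepes buffer, after 15 min compound preincubation.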
APE1 inh = APE1 (human) endonuclease inhibition | P27695 | 0.35% of 350,000 active | AID 2517 | Potency, µM (titrated, usually from 65.8 µM), for inactives: at the top dose activity change, negative = inhibition, hits mostly inhibitors | recombinant APE1, TAMRA/BHQ-2 abasic DNA cleavage fluorescence;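 further: potency means the concentration at half of the fitted maximal effect; plate controls were vehicle for no effect and reference inhibitor for full effect; nearly all actives have a fitted effect of over 55% in size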
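Activity was derived from the fluorescence gain between first and third kinetic reads (60 s intervals, ex 525/em 598 nm) after 50 nM THF-abasic TAMRA/BHQ-2 duplex was added to 0.75 nM APE1 preincubated 15 min with compound.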
POLK inh = blocks human DNA polymerase kappa activity; purified Pol kappa, fluorescent DNA synthesis assay, 10 min; Potency, µM (highest dose often 107 µM), without a hit: at the top dose activity, negative = inhibition, hits mostly inhibitors; 0.53% of 400,000 active; further: potency means the concentration at half of the fitted maximal effect; on the % scale 0 is the no-effect control and ±100 the full control effect
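Pol kappa 10 nM + cpd, 15 min RT; start w/ substrate 50 nM final; fluorescence kinetic read, 0 and 10 min. Neg ctrl: buffer, no enzyme.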
TRHR ag = TRH receptor (human) agonism. 0.18% of 360,000 active. TRHR cells, calcium flux fluo-8, FDSS agonist mode. P34981. activation, % at 2 µM; in the data active means activation above about 30%; further: 0% is about no effect
Target sequence (P34981 whole entry, looked up): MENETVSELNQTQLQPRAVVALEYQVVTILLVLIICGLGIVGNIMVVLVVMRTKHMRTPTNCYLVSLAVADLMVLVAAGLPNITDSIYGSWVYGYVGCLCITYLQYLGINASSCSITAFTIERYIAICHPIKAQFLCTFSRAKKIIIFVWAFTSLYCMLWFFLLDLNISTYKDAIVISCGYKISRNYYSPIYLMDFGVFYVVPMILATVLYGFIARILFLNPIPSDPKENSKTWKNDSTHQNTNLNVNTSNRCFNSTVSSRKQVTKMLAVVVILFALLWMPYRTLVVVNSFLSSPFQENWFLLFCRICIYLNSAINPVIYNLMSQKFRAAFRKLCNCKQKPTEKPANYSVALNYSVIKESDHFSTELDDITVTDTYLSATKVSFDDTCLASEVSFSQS
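Steps: seed TRHR cells overnight; add fluo-8 no-wash Ca dye, RT 30 min–1.5 h; record 10 s baseline; pin-transfer compounds; monitor fluorescence 1 cycle/s for the agonist window. Calcium increases flag candidate agonists.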
Anesthetic bind = binds horse apoferritin like a general anesthetic. P02791. apoferritin/1-aminoanthracene competitive binding, fluorescence. Potency, µM (top dose mostly 77.5 µM), inactives show top-dose activity change, negative = displacement, hits mostly inhibitors. 0.074% of 350,000 active. AID 485281; further: potency means the concentration at half of the fitted maximal effect; on the % scale 0 is the no-effect control and ±100 the full control effect; nearly all actives have a fitted effect of over 20% in size
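Steps: apoferritin (10 uM) was premixed with half-saturated 1-AMA in PBS, compounds were pin-transferred, plates stood 10 min at room temperature, fluorescence was read at 380/535 nm, and curves were fitted with a Hill equation.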
BLM helicase inh = Bloom syndrome helicase (human) inhibition | 0.2% of 350,000 active | recombinant BLM DNA unwinding, fluorescence dequenching | AID 2528 | P54132 | Potency, µM (top dose mostly 56.1 µM), for the others: at the top dose activity change, negative = inhibition, actives largely listed as inhibitors;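 further: potency means the concentration at half of the fitted maximal effect; plate controls were vehicle for no effect and no enzyme for full effect; nearly all actives have a fitted effect of over 35% in size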
POLB inh = inhibitors of human DNA polymerase beta | Potency, µM (top dose mostly 114 µM), inactives show at the highest dose activity change, negative = inhibition, usual class: inhibitors | 1.3% of 340,000 active | Pol beta primer extension/strand displacement, fluorescence kinetic | P06746; further: potency means the concentration at half of the fitted maximal effect; on the % scale 0 is the no-effect control and ±100 the full control effect
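Preincubation: enzyme (10 nM) with compound, 15 min, RT. Reaction: substrate added to 50 nM final. Reads: 0 and 10 min. Analysis: normalized, Hill fit.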
POLI inh = inhibitors of human DNA polymerase iota. Pol iota fluorescent replication assay, 10 min. Potency, µM (titrated, usually from 115 µM), for inactives: top-dose activity, negative = inhibition, most hits filed as inhibitors. 1% of 390,000 active. AID 588590; further: potency means the concentration at half of the fitted maximal effect
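Pol iota at 10 nM preincubated 15 min with compounds at room temperature; reaction started with fluorescent substrate, 50 nM final. Fluorescence read kinetically at 0 and 10 min; buffer-only wells as negative control.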
Starred values were filed as active, the others as inactive; ? = inconclusive; . = not tested or not shown; & = joins results of further samples; [ ] = another dose, or the depositor's remark. Unless noted, the call rests on the fitted dose curve; in most records, active means well fitted curve in the direction sought with a large enough effect; inconclusive means small, poorly fitted or top-dose-only effect, or another doubt; inactive means no such curve, though single readings can be large; an effect the other way counts as inactive or inconclusive. Only part of the results is shown (hit frequency here may not be typical).

cpd	Molecule	12-LOX inh	POLK inh	APE1 inh	POLB inh	Anesthetic bind	TRHR ag	BLM helicase inh	ERG-DNA inh	POLI inh
1	COC(=O)C1=NN(c2ccccc2)C2(S1)SC(C(C)=O)=C(C)N2c1ccccc1 (centres undefined)	3.0%	-3.6%	-2.1%	13.1%	-19.0%	0.0	-8.9%	5.9%	-1.5%
2	Cc1ccc(C(=O)Cn2c(C(=O)O)cc3ccccc32)cc1	14.7%	-6.5%	4.5%	-30.0%	-3.3%	0.3	1.3%	4.0%	-29.1%
3	CCCCN(C)C(=O)c1nc2ccccn2c1CN1CCN(c2ncccn2)CC1	0.3%	-8.5%	-1.2%	3.7%	-5.6%	-3.0	-1.5%	5.6%	15.7%
4	O=C(CSc1nnc(CNc2ccc(F)cc2)n1CC1CCCO1)N1CCOCC1 (centres undefined)	-8.6%	-8.7%	-8.4%	4.5%	1.4%	0.4	-2.2%	-2.5%	4.1%
5	Cc1ccc(-c2nnn(CC(=O)NCc3ccccc3)n2)c(-n2cnnn2)c1	179.6%[activator]	-4.8%	14.9%	4.8%	8.3%	0.2	-6.4%	1.8%	3.1%
6	Cc1ccc(C(=O)Nc2ccc(N3CCOCC3)cc2)cc1	?	1.5%	-9.7%&16.8%	0.6%	-15.5%	0.2	-4.0%	.	29.8%
7	COc1ccc(C(CNc2nc(-c3cccnc3)nc3ccccc23)N(C)C)cc1 (centres undefined)	-28.4%	-16.9%	30.1%[activator]	5.4%	4.5%	-0.1	110.2%[activator]	-4.1%	3.6%
8	CCOc1ccc2nc(N3CCCC(C(=O)Nc4ccc(CC)cc4)C3)sc2c1 (centres undefined)	6.4%	8.5%	.	-0.6%	-5.6%	0.1	-0.7%	4.9%	23.2%
9	COc1ccc(NC(=O)CN2CCN(Cc3ccc(F)cc3)S2(=O)=O)cc1Cl	-1.2%	-8.0%[60.1 µM]	.	23.1%	-12.8%	0.1	-4.3%	-5.6%	9.7%
10	C#CCOCCOCCOCCNc1nc(N2CCN(C(=O)[C@H]([C@@H](C)CC)n3cc([C@@H](N)Cc4ccc(O)cc4)nn3)CC2)nc(N2CCN(C(=O)[C@H](Cc3ccc(O)cc3)n3cc([C@@H](N)C(C)CC)nn3)CC2)n1 (some centres undefined)	-1.0%	0.0%	-5.2%	-27.3%	-16.2%	-0.4	-1.9%	1.2%	?
11	CCS(=O)(=O)N1CCc2cc(C(=O)NCCc3ccccc3)ccc21	-12.9%	5.7%	.	-8.3%	-7.4%	0.6	-0.9%	-1.8%	3.0%
12	O=C(Nc1nc(-c2ccccn2)cs1)c1ncc(Cl)c(Cl)c1Cl	0.4%	-1.2%	0.3%	-3.9%	?	-0.1	0.3%	4.7%	18.5%
13	Cc1ccc(-c2c(C(=O)Nc3ccccc3C)c(C)[nH]c(=S)c2C#N)o1	?	?	11.2%	?	-11.7%	7.6	-12.2%	6.7%	?
14	Cc1ccccc1Nc1nc(N)nc(CN2CCN(c3ccccn3)CC2)n1	10.0%	-1.2%	1.8%	1.6%	-2.0%	-0.4	-3.1%	20.2%	-17.4%
15	COc1cc(Cn2c(=O)c3c(OC)c(C)cnc3n(C)c2=O)cc(OC)c1	-4.1%	-7.0%	-24.0%	-5.5%	-7.1%	-0.5	-1.3%	6.0%	-19.2%
16	COc1cc(CNCCSc2nnnn2C)cc(OC)c1OC	5.1%	-12.9%	-7.8%	-3.3%	-2.8%	-0.6	2.0%	-2.6%	-1.0%
17	CCCc1cc(=O)n2[nH]c(NCc3c(Cl)cccc3Cl)nc2n1	-19.2%	-7.0%	11.7%	-1.0%	-2.4%	0.1	-1.0%	-2.8%	-0.5%
18	CC1(CCc2ccccc2)NC(=O)NC1=O (centres undefined)	3.6%	-1.3%	.	.	.	.	.	8.7%	12.0%
19	COc1ccc(NC(=O)CSc2cn[nH]n2)cc1OC	-1.8%	-11.0%	13.5%	-23.6%	2.7%	0.5	2.5%	-2.5%	-6.8%
20	COc1cc(C(CC(=O)Nc2ccc(C)c(F)c2)N2Cc3ccccc3C2=O)cc(OC)c1OC (centres undefined)	-21.7%	-15.0%	.	4.1%	-2.7%	-0.5	-2.3%	0.3%	35.9%[activator]
21	CCOC(=O)c1c(/N=C/c2cc([N+](=O)[O-])ccc2O)sc(C)c1C	35.5µM*	-13.5%	6.8%	6.5%	-22.8%	-2.9	-13.3%	10.0%	-5.5%
22	O=C(COc1ncnc2scc(-c3ccccc3)c12)NCCN1C(=O)CSC1=O	.	.	15.7%	17.2%	-17.4%	-0.2	-0.6%	.	.
23	O=C(CN(Cc1ccccc1F)S(=O)(=O)c1ccc(Cl)cc1)NCC1CCCO1 (centres undefined)	3.2%	-12.7%	-10.2%	10.6%	-4.9%	-1.0	-12.0%	21.5%	?
24	Cc1nc2c(ccc3nc(NC(=O)C4CC4)sc32)s1	0.0%	1.0%	11.1%	-16.0%	-2.9%	-0.4	-14.2%	7.5%	1.8%
25	Cc1ccc(S(=O)(=O)NCC(=O)OCCOc2ccc(Br)cc2)cc1	79.3%[activator]	-14.2%	4.6%	.	.	.	.	-2.7%	20.1%

Compound profiles, from the list above:
CCCCN(C)C(=O)c1nc2ccccn2c1CN1CCN(c2ncccn2)CC1 is listed as 12-LOX inh: 0.3%; POLK inh: -8.5%; APE1 inh: -1.2%; POLB inh: 3.7%; Anesthetic bind: -5.6%; TRHR ag: -3.0; BLM helicase inh: -1.5%; ERG-DNA inh: 5.6%; POLI inh: 15.7%
O=C(Nc1nc(-c2ccccn2)cs1)c1ncc(Cl)c(Cl)c1Cl is listed as 12-LOX inh: 0.4%; POLK inh: -1.2%; APE1 inh: 0.3%; POLB inh: -3.9%; Anesthetic bind: ?; TRHR ag: -0.1; BLM helicase inh: 0.3%; ERG-DNA inh: 4.7%; POLI inh: 18.5%

Look-ups from the entries so far.
Result of cpd 23 under APE1 inh: -10.2%
Result of cpd 15 under ERG-DNA inh: 6.0%

The listing continues.
cpd	Molecule	12-LOX inh	POLK inh	APE1 inh	POLB inh	Anesthetic bind	TRHR ag	BLM helicase inh	ERG-DNA inh	POLI inh
26	COc1cccc(/C=N/N2C(=O)C3C4c5ccccc5C(c5ccccc54)C3C2=O)c1OC (centres undefined)	.	.	-7.9%	17.2%	-8.8%	-0.1	-2.4%	.	.
27	COC(=O)c1cc(C(=O)OCC(=O)NCc2cccs2)cc([N+](=O)[O-])c1	5.7%	-15.8%	9.0%	.	.	-0.5	.	4.5%	-4.3%
28	O=C(CSc1nnc(CNC(=O)c2ccccc2)o1)Nc1ccc2c(c1)OCO2	-1.5%	-3.7%	15.4%	-20.4%	-7.6%	-0.2	-1.4%	2.8%	26.7%
29	CCCc1ncc(C(O)c2cccc3ccccc23)n1C (centres undefined)	32.8%[activator][57.4 µM]	-4.8%	-0.4%	-0.5%	-8.8%	0.9	2.3%	5.3%	7.8%
30	CC(NC(=O)C1CCN(S(=O)(=O)c2cnc[nH]2)CC1)c1ccccc1 (centres undefined)	-17.5%	-17.2%	4.5%	2.9%	-13.5%	1.0	-2.3%	-3.9%	15.9%
31	CCN1C(=O)[C@@H]2[C@@H](c3ccc(-c4ccc(F)cc4)cc3)N3CCC[C@@]3(C(=O)OC)[C@@H]2C1=O	2.8%	-24.0%	34.7%	.	.	-0.1	.	7.3%	-6.0%
32	CC(=O)c1cccc(S(=O)(=O)N2CCCC(c3nc4c(nnn4Cc4ccccc4Cl)c(=O)[nH]3)C2)c1 (centres undefined)	-22.6%	-0.2%	3.5%	24.6%	-20.6%	0.2	-9.6%	9.0%	100.2%[activator]
33	COc1ccc(CC(=O)NCc2ccccc2)cc1S(=O)(=O)N1CCOCC1	-17.7%	1.4%	-1.1%	4.3%	5.2%	-0.9	-2.0%	3.7%	12.0%
34	CC1(C)CC(=O)C2=C(C1)N(c1cccc(Cl)c1)C(=O)NC2(C(F)(F)F)C(F)(F)F	6.8%	-9.4%	-1.4%	24.6%	-16.6%	0.0	2.3%	15.9%	20.2%
35	Cc1cc(-c2ccc(S(=O)(=O)Nc3ccc(Cl)cc3C)cc2)on1	?	-10.3%	.	-0.8%	?	0.7	-7.8%	5.4%	21.8%
36	C#CC1(NC(=O)NC(C)(C)C)CCCCC1	-6.5%	3.9%	8.4%	5.5%	-2.3%	1.2	0.0%	16.9%	23.9%
37	Cc1cccc(C(=O)OCC(=O)N(CC(C)C)c2c(N)n(Cc3ccccc3)c(=O)[nH]c2=O)c1O	-19.7%	4.2%	7.7%	.	.	-0.3	.	-4.3%	32.0%[activator]
38	O=C(CSc1ccccc1C(=O)O)NCc1ccccc1	-1.5%	-22.0%	1.3%	-0.2%	-6.4%	-0.2	3.4%	-7.5%	63.8%[activator]
39	COc1ccc(/C=C\c2nc(O)c([N+](=O)[O-])c(=O)[nH]2)cc1O	?	-8.3%	-2.2%	23.3%	-4.9%	0.7	-6.0%	-16.4%	12.1%
40	COc1ccc(Nc2cc(C(=O)NCCCN3CCN(C)CC3)c3ccccc3n2)c(OC)c1	17.0%	-8.5%	-4.5%	0.7%	-20.1%	-1.3	-2.1%	8.4%	-10.2%
41	O=C(NCCCN1CCCCCC1)C1CC(=O)N(C2CCCC2)C1 (centres undefined)	-15.4%	-5.7%	0.5%	5.1%	-7.1%	-0.8	4.0%	-0.1%	-6.9%
42	CCSc1nc(-c2ccc(OC)cc2)cc(-c2ccc(OC)cc2)c1C#N	-4.3%	-5.7%	-10.2%	-19.3%	-0.4%	1.1	-7.5%	.	-26.7%
